CHX counter: Cycloheximide Counterscreen for Small Molecule Inhibitors of Shiga Toxin; max response, %; cell reporter, cycloheximide protein synthesis inhibition counterscreen; actives 12% (n = 300,000); in the data active = max response mostly above about 13%, no sharp cut-off; inactive = mostly below about 14%; also: read at 38.3 µM for the half of the compounds with a filed dose; 0% is about no effect
Pf growth 48h: Primary qHTS for delayed death inhibitors of the malarial parasite plastid, 48 hour incubation; P. falciparum luciferase growth in erythrocytes, 48 h; Potency, µM (top dose mostly 28.7 µM), without a hit: at the top dose activity change, negative = inhibition, most hits filed as inhibitors; actives 5.9% (n = 310,000); AID 504832, 2011; also: potency is read from the fitted curve at half-maximal effect; % is scaled to controls: 0 for no effect and ±100 for the full control effect
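Luciferase-expressing parasites in RBCs, 2% Hct / 0.1% parasitemia final; RPMI 1640 + 0.5% Albumax; 37 C, 5% CO2, one generation; luminescence read-out, lower signal = inhibition.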
Giardia FBPA inh: qHTS Assay for Inhibitors of Fructose-1,6-bisphosphate Aldolase from Giardia Lamblia; A8B2U2; purified Giardia FBPA; Potency, µM (series often up to 59.6 µM), for inactives: top-dose activity, negative = inhibition, usual class: inhibitors; actives 0.71% (n = 290,000); AID 2451, 2010; also: potency is read from the fitted curve at half-maximal effect; % is scaled to controls: 0 for no effect and ±100 for the full control effect; nearly all actives have a fitted effect of over 55% in size
Target sequence (A8B2U2 whole entry, looked up): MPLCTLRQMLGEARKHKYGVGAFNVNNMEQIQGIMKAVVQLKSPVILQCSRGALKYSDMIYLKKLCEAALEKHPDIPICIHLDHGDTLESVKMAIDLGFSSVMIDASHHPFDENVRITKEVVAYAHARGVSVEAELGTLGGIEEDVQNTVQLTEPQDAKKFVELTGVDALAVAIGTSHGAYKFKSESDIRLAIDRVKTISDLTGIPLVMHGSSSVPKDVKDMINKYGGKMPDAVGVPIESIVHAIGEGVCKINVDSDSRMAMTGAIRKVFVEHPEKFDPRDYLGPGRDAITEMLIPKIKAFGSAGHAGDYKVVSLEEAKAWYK
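Giardia FBPA (40 nM reagent) was preincubated 10 min at RT with compound (up to 57.5 uM final), then substrate plus GAPDH/TPI/NAD/arsenate coupling system with diaphorase/resazurin was added; resorufin fluorescence (525/598 nm) was read after 20 min.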
Shiga inhibitor: A qHTS for Small Molecule Inhibitors of Shiga Toxin; actives 9.2% (n = 290,000); Vero cells, Shiga toxin protein synthesis inhibition reporter; AID 2315, 2010; inhibition, % at 38.7 µM; in the data active = inhibition mostly above about 28%, no sharp cut-off; inactive = mostly below about 43%; also: 0% is about no effect
Pf growth 96h: Primary qHTS for delayed death inhibitors of the malarial parasite plastid, 96 hour incubation; P. falciparum luciferase reporter growth, 96 h; AID 504834, 2011; Potency, µM (titrated, usually from 28.7 µM), for inactives: at the highest dose activity change, negative = inhibition, actives largely listed as inhibitors; actives 6.9% (n = 320,000); also: potency is read from the fitted curve at half-maximal effect; % is scaled to controls: 0 for no effect and ±100 for the full control effect
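Infected RBCs, 2% Hct / 0.05% parasitemia final; luciferase-reporter P. falciparum; cpd 96 h, 37 C, 5% CO2; luciferase detection reagent; luminescence.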
HCV inhibitor: qHTS Assay for Inhibitors of Hepatitis C Virus (HCV). Huh7.5.1 HCVcc-Cre infection, luciferase reporter, 44 h. Potency, µM (titrated, usually from 41.8 µM), for the others: at the highest dose activity change, negative = inhibition, most hits filed as inhibitors. actives 3.4% (n = 340,000); also: potency is read from the fitted curve at half-maximal effect; % is scaled to controls: 0 for no effect and ±100 for the full control effect
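Reporter virus HCVcc-Cre (~0.5 moi) infects cells exposed to compound; seeding density 1,000 cells/well with 4 h settling beforehand. Luminescence, 15 sec read, taken 44 h post-infection following a 15 min RT substrate incubation.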
* hit, by the source's call; ? = inconclusive; · = no result given; & = joins results of further samples; [ ] = remark or other dose. Unless noted, calls follow the shape of the dose curve; as a rule, active = well fitted curve in the direction sought with a large enough effect; inconclusive = small, poorly fitted or top-dose-only effect, or another doubt; inactive = no such curve, though single readings can be large; an effect the other way counts as inactive or inconclusive.

item	SMILES	CHX counter	Pf growth 48h	Giardia FBPA inh
1	CCCC(C)C(=O)Nc1ccc(S(=O)(=O)Nc2nccs2)cc1 (stereo unspecified)	-3	20%	?
2	CCOC(=O)C(SP(=S)(OC)OC)c1ccccc1 (stereo unspecified)	6	·	-6%
3	CC(C)=C(NC(=O)c1ccccc1)C(N)=O	-1	11%	-5%
4	Cc1[nH]c2ccccc2c1Cc1nnc(SCC(=O)NCc2ccco2)o1	-1	-9%	-4%
5	CCN(CC)S(=O)(=O)c1cc(NC(=O)c2n[nH]c(=O)c3ccccc23)ccc1C	21*	-8%	-13%
6	Cc1ccccc1OCC(O)Cn1c(Br)nc2c1c(=O)[nH]c(=O)n2C (stereo unspecified)	6	-6%	2%
7	S=C(Nc1ccc2nccnc2c1)N1CCOCC1	37*	58%[activator]	14µM*
8	O=C(NC(=S)Nc1ccc(N2CCCC2)cc1)c1ccc(F)cc1	-2	?	-2%

item	Shiga inhibitor	Pf growth 96h	HCV inhibitor
1	29	35%[activator]	0%
2	2	·	·
3	-11	38%[activator]	13%
4	12	?	7%&-4%
5	37	?	-19%
6	-13	6%	-8%
7	48*	?	9%
8	6	34%[activator]	-13%

Going on with the list:
item	SMILES	CHX counter	Pf growth 48h	Giardia FBPA inh
9	CCOc1ccc(NC(=O)Cn2nnc(C(=O)NCc3ccco3)c2N)cc1	-5	-7%	5%
10	O=C(O)c1ccccc1NC(=O)c1ccccc1Nc1ccccc1	14	0%	8%
11	CCOCCCN1CN(S(=O)(=O)c2ccc(Cl)cc2)c2nc3ccccc3nc21	-2	-11%	-3%
12	COC(=O)c1sc(NC(=O)c2cc(-c3ccccc3)nc3ccccc23)c(C#N)c1C	-1	-19%	1.4µM*
13	COc1ccc(CNC(=S)Nc2ccccc2-c2ccccc2)cc1	1	?	-8%
14	CC(NC(=O)N(Cc1ccccc1)Cc1ccc2c(c1)OCO2)(C(F)(F)F)C(F)(F)F	9	-12%	-4%
15	CCOC(=O)N1CCC(NC(=O)C(Cc2ccccc2)NC(=O)c2ccco2)CC1 (stereo unspecified)	-2	2%	8%
16	COc1ccc(CN2CCCC(C(=O)c3ccc4c(c3)OCO4)C2)c(F)c1 (stereo unspecified)	0	-5%	-8%

item	Shiga inhibitor	Pf growth 96h	HCV inhibitor
9	-17	-21%	-2%
10	30	-3%	4%
11	8	?	6%
12	-12	-22%	11µM*
13	-4	8.3µM*	·
14	-7	-17%	3%
15	-3	·	?
16	-2	4%	-16%

Another view of part of the listing above.
9. CCOc1ccc(NC(=O)Cn2nnc(C(=O)NCc3ccco3)c2N)cc1
  CHX counter: -5; Pf growth 48h: -7%; Giardia FBPA inh: 5%; Shiga inhibitor: -17; Pf growth 96h: -21%; HCV inhibitor: -2%
1. CCCC(C)C(=O)Nc1ccc(S(=O)(=O)Nc2nccs2)cc1 (stereo unspecified)
  CHX counter: -3; Pf growth 48h: 20%; Giardia FBPA inh: ?; Shiga inhibitor: 29; Pf growth 96h: 35%[activator]; HCV inhibitor: 0%
7. S=C(Nc1ccc2nccnc2c1)N1CCOCC1
  CHX counter: 37*; Pf growth 48h: 58%[activator]; Giardia FBPA inh: 14µM*; Shiga inhibitor: 48*; Pf growth 96h: ?; HCV inhibitor: 9%
3. CC(C)=C(NC(=O)c1ccccc1)C(N)=O
  CHX counter: -1; Pf growth 48h: 11%; Giardia FBPA inh: -5%; Shiga inhibitor: -11; Pf growth 96h: 38%[activator]; HCV inhibitor: 13%

New compounds follow:
item	SMILES	CHX counter	Pf growth 48h	Giardia FBPA inh
17	CS(=O)(=O)N1CCN(c2ccccc2NC(=S)NC(=O)c2cccs2)CC1	-3	?	1%
18	CC(C)C12CN3CC(C(C)C)(CN(C1)C3(C)C)C2=O	-3	51%[activator]	0%
19	COc1cccc(OCC(=O)NNC(=O)C(=O)N2CCCC2)c1	-3	15%	2%
20	COc1ccc(-c2ccnc3cc(C(=O)O)nn23)cc1	-1	12%	18µM*
21	Cc1ccccc1N1CCN(C2CCCN(C(=O)Cc3c(C)noc3C)C2)CC1 (stereo unspecified)	1	-3%	·
22	O=C(NCCCn1ccnc1)c1ccc2nccnc2c1	1	3%	-14%
23	Cn1c(=O)oc2cc(S(=O)(=O)NCc3ccc(Cl)cc3)ccc21	-3	18%	·
24	Cc1ccc(NS(=O)(=O)c2ccc(C)c(C(=O)N3CCN(C)CC3)c2)cc1	1	3%	-5%

item	Shiga inhibitor	Pf growth 96h	HCV inhibitor
17	-6	23%	-27%
18	41	-1%	-15%
19	16	-5%	31%[activator]
20	-19	2%	6%
21	-16	42%[activator]	6%
22	-6	?	9%
23	-5	38%[activator]	4%
24	15	0%	26%

New compounds follow.
item	SMILES	CHX counter	Pf growth 48h	Giardia FBPA inh
25	Cc1ccc(CSCCNC(=O)CCSc2ccccc2)cc1	7	-19%	14%
26	Cc1ccc(S(=O)(=O)N2CCN(C(=O)CNC(=O)c3sc4ccccc4c3Cl)CC2)cc1	·	6%	·
27	O=C(CCC(=O)OCC(=O)c1ccc(Br)cc1)Nc1cccc2cccnc12	-2	0%	4%
28	O=C(COC(=O)C1CCN(c2ccc(C(F)(F)F)cn2)CC1)Nc1ncc(Cl)cc1Cl	·	14%	·
29	COC(=O)CNC(=O)C(NC(=O)c1ccc(Cl)cc1)C(C)C (stereo unspecified)	3	4%	3%
30	Cc1ccccc1OCc1nc2ccccc2c(=O)n1N	31*	·	0%
31	CCCCCCCCCCCCCCCCO	-11&-3	1%	7%&5%
32	COc1ccccc1-c1cc(=O)c2c(O)ccc([N+](=O)[O-])c2o1	-4	12µM*	-3%

item	Shiga inhibitor	Pf growth 96h	HCV inhibitor
25	14	-3%	7%
26	·	2%	36%[activator]
27	2	0%	22%
28	·	8%	15%
29	-14	·	5%
30	41	46%[activator]	10%
31	8&-7	-4%	·
32	3	10µM*	23%

Other structures follow.
item	SMILES	CHX counter	Pf growth 48h	Giardia FBPA inh
33	Cc1cc(-c2ccc(S(=O)(=O)N3CCCCC3)s2)on1	-3	0%	0%
34	O=C(Nc1ccc(Cl)c(Cl)c1)Nc1nc(-c2ccccc2)cs1	-3	?	5%
35	N#Cc1ccccc1Sc1ccccc1C(=O)OCC(N)=O	2	5%	-5%
36	CCC(=O)Nc1ccc2c(c1)ncn2-c1ccc(OC)cc1	46*	-11%	-7%
37	O=C(Cc1csc(Nc2nc(=S)[nH]c3ccccc23)n1)NCc1ccccc1Cl	13	-27%	3%
38	CC(=Nc1ccc(F)cc1)c1c(O)n(C)c(=O)[nH]c1=O	0	-12%	1%
39	CC1CCCCN1CCCNC(=O)c1c(O)nc2ccccn2c1=O (stereo unspecified)	3	16%	11%
40	CC1(C)Cc2c(sc3nc(SCC(=O)O)[nH]c(=O)c23)CO1	1	7%	5%

item	Shiga inhibitor	Pf growth 96h	HCV inhibitor
33	-2	?	-6%
34	-1	2.3µM*	?
35	21	23%	9%
36	66*	98%[activator]	-23%
37	10	?	11µM*
38	4	?	-20%
39	21	11%	15%
40	-10	?	6%

(list continues)
item	SMILES	CHX counter	Pf growth 48h	Giardia FBPA inh
41	COc1ccccc1C=NC(CO)C(O)c1ccc([N+](=O)[O-])cc1 (stereo unspecified)	-4	14%	-2%
42	O=C1CCc2cc(NS(=O)(=O)c3ccccc3)cc3c2N1CC3	·	?	·
43	Nc1cc(S(=O)(=O)Nc2ccccc2Cl)ccc1N1CCOCC1	4	?	-3%
44	Cc1ccccc1CN(C)C(=O)CNC(=O)c1ccc2ccccc2c1	-3	-37%	-3%
45	CC1CCCCC1NC(=O)Cn1cccc1C(=O)c1ccccc1 (stereo unspecified)	15*	-1%	·
46	CCCN(CCC)C(=O)c1cc2c(=O)n3cccc(C)c3nc2s1	-2	-1%[0.00184 µM]	-10%
47	Cc1cc(C)cc(NC(=O)CN2C(=O)c3ccccc3C2=O)c1	-3	8%	8%
48	O=c1c2ccccc2c(C=Nc2cccc(O)c2)c(O)n1-c1ccc2c(c1)OCO2	-4	?	1%

item	Shiga inhibitor	Pf growth 96h	HCV inhibitor
41	-4	45%[activator]	28%
42	·	?	7%
43	4	-13%	?
44	9	-9%	-23%
45	25	-11%	0%
46	-21	-8%	14%
47	-7	-16%	-14%
48	2	?	-23%

Excerpt, entries 43–45
item	SMILES	CHX counter	Pf growth 48h	Giardia FBPA inh
43	Nc1cc(S(=O)(=O)Nc2ccccc2Cl)ccc1N1CCOCC1	4	?	-3%
44	Cc1ccccc1CN(C)C(=O)CNC(=O)c1ccc2ccccc2c1	-3	-37%	-3%
45	CC1CCCCC1NC(=O)Cn1cccc1C(=O)c1ccccc1 (stereo unspecified)	15*	-1%	·

item	Shiga inhibitor	Pf growth 96h	HCV inhibitor
43	4	-13%	?
44	9	-9%	-23%
45	25	-11%	0%

New compounds follow:
item	SMILES	CHX counter	Pf growth 48h	Giardia FBPA inh
49	CCOC(=O)C1CCN(Cc2c(C(=O)N3CCOCC3)nc3c(C)cccn23)CC1	-1	0%	·
50	COc1ccccc1Nc1ncc(C(C)=O)c(C)n1	17*	73%[activator]	1%
51	COC(=O)C1=C(O)/C(=C\c2ccc(OCC(=O)Nc3ccccc3)cc2)N=C1C	-4	-4%	·
52	O=C(NNC(=O)c1ccc(-n2cncn2)c([N+](=O)[O-])c1)c1ccccc1	·	-11%	·
53	Cc1cc(C)n(CCC(=O)N2CCCC(N3CCN(c4cccc(Cl)c4)CC3)C2)n1 (stereo unspecified)	4	-14%	·
54	c1cnc(NC2C3CC4CC(C3)CC2C4)nc1 (stereo unspecified)	-1	?	3%
55	CC(Oc1ccccc1Cl)C(=O)Nc1ccccc1C(=O)N1CCOCC1 (stereo unspecified)	-1	-7%	4%
56	Cc1ccc(NC(=O)c2ccc([N+](=O)[O-])o2)cc1S(=O)(=O)N1CCOCC1	32	9.3µM*	-17%

item	Shiga inhibitor	Pf growth 96h	HCV inhibitor
49	-33	?	11%
50	29	78%[activator]	-8%
51	-4	27%	1%
52	·	?	?
53	-30	7%	1%
54	15	122%[activator]	10%
55	11	-6%	20%
56	28	9.3µM*	10µM*

Remaining list, next part:
item	SMILES	CHX counter	Pf growth 48h	Giardia FBPA inh
57	C(=N\Nc1nc2ccccc2[nH]1)/c1ccccn1	-6	-41%	?
58	COc1cccc(CNC(=O)C2CCCN(S(=O)(=O)c3ccc4c(c3)C(C)(C)C(=O)N4C)C2)c1 (stereo unspecified)	1	?	-5%
59	Cc1ccc(Cl)cc1NC(=O)c1ccc(Cn2cc(Cl)cn2)cc1	2	-22%	-5%
60	CC12CCC(=O)N1C(C(=O)Nc1nc3ccccc3s1)CS2 (stereo unspecified)	·	24%	·
61	CCc1ccc(OCC(O)CN2CCC(CN3C(=O)c4cccc5cccc(c45)C3=O)CC2)cc1 (stereo unspecified)	-4	-9%	12%
62	O=C(C1=C[C@@H](c2csc3ccccc23)C[C@@H](OCc2ccc(CO)cc2)O1)N1CCN(Cc2ccc3c(c2)OCO3)CC1	-2	?	-7%
63	CCOc1ccc(NCCC(O)c2ccc(F)cc2)cc1 (stereo unspecified)	23*	-1%	16%
64	COc1ccc(NC(=O)C(NC(=O)CC2NC(=O)NC2=O)c2ccccc2)cc1 (stereo unspecified)	-1	26%	4%

item	Shiga inhibitor	Pf growth 96h	HCV inhibitor
57	-12	342%[activator]	-2%
58	-2	7%	-30%
59	-6	166%[activator]	?
60	·	33%[activator]	1%
61	-8	?	6.3µM*
62	2	5.2µM*	-9%[8.37 µM]
63	22	11%	11%
64	-13	-14%	9%

Outcome played no part in choosing rows; any-hit rate near 24%.
